SR-BI DiI-HDL act – activators of SR-BI mediated HDL lipid uptake. activation, % at 12.5 µM. CHO ldlA[mSR-BI] cells, DiI-HDL uptake fluorescence, 3 h; 100 = double the neutral-control signal. hit rate 0.096% among 320,000;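 active = mean replicate activation of at least 60% and every replicate at or above 60%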;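 also: 0% = median plate neutral-control signal and 100% = twice that signal; values of inactives mirror those of a sister screen read the other way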
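Assay system: LDL receptor-deficient CHO ldlA cells overexpressing murine SR-BI / Medium: BSA-supplemented, HEPES-buffered Ham's F12, pH 7.4 / Probe or stimulus: DiI-labelled HDL at 10 µg/mL final / Timing: compound with DiI-HDL co-incubation, 3 h at 37 °C / Technique: bottom-read cell fluorescence after medium removal, ex 550/em 595 nm / Measure: HDL uptake via cellular fluorescence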
DAGLB inh – blocks human DAGLB lipase activity; HEK293T DAGLB membrane lysate, EnzChek fluorogenic substrate; inhibition, % at 5.17 µM; hit rate 0.059% among 340,000; in the data active = inhibition above about 34%;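 also: 0% = enzyme with vehicle and 100% = wells lacking enzyme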
Target sequence (Q8NCG7 whole entry, looked up): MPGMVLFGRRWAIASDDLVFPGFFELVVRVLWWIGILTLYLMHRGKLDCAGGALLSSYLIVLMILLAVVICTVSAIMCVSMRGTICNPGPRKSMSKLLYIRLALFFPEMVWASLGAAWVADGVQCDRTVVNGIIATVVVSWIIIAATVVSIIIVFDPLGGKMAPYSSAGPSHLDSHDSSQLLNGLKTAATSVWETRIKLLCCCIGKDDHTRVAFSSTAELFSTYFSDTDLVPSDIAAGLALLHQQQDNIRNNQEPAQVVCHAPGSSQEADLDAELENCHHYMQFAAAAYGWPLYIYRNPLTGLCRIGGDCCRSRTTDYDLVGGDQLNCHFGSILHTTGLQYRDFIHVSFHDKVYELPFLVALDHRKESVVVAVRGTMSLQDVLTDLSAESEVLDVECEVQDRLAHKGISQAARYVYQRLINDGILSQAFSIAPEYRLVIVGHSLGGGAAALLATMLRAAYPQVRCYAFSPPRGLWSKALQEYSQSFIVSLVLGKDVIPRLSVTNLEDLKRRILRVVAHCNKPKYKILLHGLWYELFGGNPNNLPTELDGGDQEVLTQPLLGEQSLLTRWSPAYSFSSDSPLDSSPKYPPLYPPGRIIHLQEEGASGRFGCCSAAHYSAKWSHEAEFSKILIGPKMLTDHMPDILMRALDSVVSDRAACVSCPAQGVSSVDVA
PvdQ inh – blocks Pseudomonas aeruginosa PvdQ acylase activity; hit rate 0.063% among 340,000; inhibition, % at 10 µM; purified PvdQ acylase, fluorescence plate reader; in the data active = inhibition above about 30%, passing the limit was not always enough;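 also: 0% = vehicle neutral wells and 100% = reference inhibitor wells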
PKA-R2B activ – PKA-R2B complex activation. PKA-R2B holoenzyme dissociation, Cy5-IP20 fluorescence polarization; R2B truncated from residue 108, S112A mutant; 0% DMSO only, 100% 113 µM cGMP. activation, % at 11.4 µM. hit rate 0.079% among 340,000;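 active = activation above a cutoff set at the mean over all compounds plus 3 SD, cut at about 18% in these data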;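 also: higher means more holoenzyme dissociation and a rise in polarization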
C-LANA FP – KSHV C-LANA DNA binding inhibition; MBP-C-LANA/FAM-LBS DNA binding, fluorescence polarization; AID 504423; inhibition, % at 9 µM; hit rate 0.078% among 340,000;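 active = highest replicate inhibition at or above 60% at 9 µM, even if other replicates fall short; inactive = all replicates below 60% inhibition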;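 also: 0% = neutral control wells and 100% = 4 µM acridine orange control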
NSD2 inh – NSD2 (human) methyltransferase inhibition; NSD2 peptide methylation, AlphaScreen, 120 min; hit rate 0.54% among 310,000; inhibition, % at 12.5 µM; AID 743445; O96028; in the data active = inhibition above about 50%
Arrestin-AP2 inh – inhibitors of human beta-arrestin and AP2 interaction; hit rate 0.31% among 340,000; AID 504490; inhibition, % at 10 µM; FITC-arrestin peptide / GST-AP2 beads, flow cytometry; AP2 beta2 appendage carries R879A mutation;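 active = inhibition above a set limit, near 3 SD of compounds lacking own fluorescence, cut at about 54% in these data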;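 also: plate controls were DMSO wells for no effect and 5 µM unlabelled arrestin peptide for full effect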
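Material – GST-tagged AP2 beta2-adaptin appendage (R879A) on 4 µm glutathione beads · Probe or stimulus – fluorescein-tagged arrestin peptide at 50 nM final · Timing – 12 min plus 1 h, RT · Detection – bead flow cytometry, FITC channel · Read-out basis – inhibition as reduced fluorescein signal on beads, percent · Medium – PBS plus Tween 20 (0.05%) and BSA (0.1%)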
Keap1 Nrf2 FP – Keap1-Nrf2 (human) interaction inhibition; Q14145; Keap1 Kelch-Nrf2 peptide fluorescence polarization, 1536-well; inhibition, % at 9.4 µM; hit rate 0.15% among 340,000; in the data active = inhibition above about 12%;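 also: human Keap1 Kelch domain with fluorescein labeled Nrf2 9mer peptide probe; 0% = neutral control wells and 100% = peptide positive control; higher means more block of Keap1 binding to Nrf2 peptide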
Cardiac RTF inh – cardiac RTF calcium desensitization; hit rate 0.12% among 340,000; inhibition, % at 7.15 µM; P19429+P45379; IANBD-labeled cardiac RTF, Ca2+ fluorescence; AID 493244;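 active = inhibition above the mean inhibition of all tested compounds plus 3 SD, cut at about 17% in these data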;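 also: assay run at fixed EC70 calcium of 1.6 mM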
SR-BI DiI inh – blocks mouse SR-BI lipid uptake from DiI-HDL; Q61009; ldlA[mSR-BI] CHO cells, DiI-HDL uptake fluorescence, 3 h; inhibition, % at 12.5 µM; hit rate 0.96% among 320,000;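 active = mean replicate inhibition of at least 70% and a set share of replicates each scoring 70 or more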;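 also: 0% = median of neutral control wells and 100% = median of positive control wells; values of inactives mirror those of a sister screen read the other way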
Starred values were filed as active, the others as inactive; / = no result given.

smiles	SR-BI DiI-HDL act	DAGLB inh	PvdQ inh	PKA-R2B activ	C-LANA FP	NSD2 inh	Arrestin-AP2 inh	Keap1 Nrf2 FP	Cardiac RTF inh	SR-BI DiI inh
COc1ccc(CNC(=O)COC(=O)c2ccc(S(=O)(=O)N3CCCCC3)cc2)cc1	10.3	-2.3	5.6	-8.0	-0.6	-1.1	30.1	-1.9	6.4	-10.3
CCOc1ccc(/C=C2\SC(=S)N(CC(=O)NCCCN3CCOCC3)C2=O)cc1	/	2.1	-8.9	-3.8	0.2	14.1	14.3	-0.8	-3.6	/
COc1ccc2c3c(ccc2c1)C(=O)/C(=C/O)CC3	-13.4	5.5	-9.5	-6.1	-3.4	-1.5	16.1	-10.4	-5.7	13.4
CCC(C)(C)NC(=O)C(C(C)C)N(CC1CCCO1)C(=O)CNS(=O)(=O)c1ccccc1 (configuration not stated)	/	1.4	-12.2	-2.2	-1.9	/	1.6	-4.6	-6.4	/
Cc1ccccc1C(=O)NNC(=O)c1cccc(Br)c1	9.3	-1.2	-13.7	-0.1	-3.2	-1.7	-6.4	0.4	-7.3	-9.3
C/C(CC1(O)/C(=N/O)CCc2nonc21)=N\O (configuration not stated)	14.5	-2.8	2.3	2.5	1.1	-0.7	11.4	-2.1	-4.2	-14.5
COc1ccc(S(=O)(=O)N2CCC(C(=O)NN3CCCCC3)CC2)cc1OC	8.6	2.0	-12.9	3.2	-1.1	-1.5	-2.9	-0.8	-7.0	-8.6
CCn1cc(C(=O)N2CCN(c3ccc(OC)cc3)CC2)c(=O)c2cc(S(=O)(=O)N3CCCCC3)ccc21	-1.1	1.9	-6.0	-6.4	0.9	2.1	6.2	-1.3	-2.0	1.1
NC(=O)Cn1c(=O)oc2ccccc21	6.0	-1.6	-14.7	5.1	1.1	-2.7	9.0	-0.2	-23.6	-6.0
COc1c2c(cc3ccc(=O)oc13)CCO2	8.4	1.3	-8.3	7.3	-2.3	-1.4	14.2	-2.0	-0.5	-8.4
Cc1nonc1C(=O)N/N=C/c1cc2c(cc1Br)OCO2	-25.5	-1.3	11.2	-12.6	2.8	0.2	5.1	2.4	-3.2	25.5
O=C(CSCCc1ccccn1)Nc1ccccn1	-0.5	-2.1	-6.9	-3.1	0.4	1.7	8.1	-2.0	-14.1	0.5
Cc1ccc(NC(=O)Cn2c(CCC(=O)O)ccc2-c2cccs2)cc1Cl	12.5	4.0	-9.9	-11.5	0.4	1.9	-1.5	0.6	-0.5	-12.5
CC1(NC(=O)Cc2ccc(Cl)c(Cl)c2)CCS(=O)(=O)C1 (configuration not stated)	45.0	-1.1	-5.8	-4.3	-1.2	-0.3	6.3	-0.2	-1.5	-45.0
Cc1cc(N2CCN(c3cccc(C(F)(F)F)c3)CC2)n2ncnc2n1	-35.6	3.9	-10.3	-4.0	0.5	0.2	-0.5	0.6	-1.7	35.6
C=CCc1cccc2cc(C(=O)N(C)C)c(=O)oc12	-1.7	-3.5	-16.9	-9.2	-0.6	-1.8	-5.1	-5.4	-0.3	1.7
O=C(NC(=S)Nc1ccccc1)c1ccc(Br)o1	-6.5	-1.5	-13.5	-5.6	0.8	-0.5	6.6	-1.6	0.5	6.5
CCc1cccc(C)c1NC(=O)CN(C)C1=NS(=O)(=O)c2ccccc21	6.7	-2.5	-5.1	-1.3	1.9	0.7	14.8	0.5	-1.2	-6.7
COc1ccccc1N(CC(=O)N(C)Cc1ccccc1)S(=O)(=O)c1cccs1	-64.3	1.3	-5.1	2.8	-2.2	-0.6	-0.1	-4.3	2.4	64.3
Cc1c(NC(=O)c2ccc(S(=O)(=O)N(C)c3ccccc3)cc2)c(=O)n(-c2ccccc2)n1C	18.0	-0.3	-10.0	2.8	0.8	3.9	23.3	-7.3	-2.3	-18.0
O=C(CCNS(=O)(=O)c1ccc2[nH]c(=O)oc2c1)Nc1ccccc1	14.2	-1.1	-9.6	-5.0	-0.5	-0.2	2.2	-5.9	6.4	-14.2
COc1ccc(CCC(C)Nc2ccc(F)cc2)cc1 (configuration not stated)	-10.9	-7.5	-8.3	-17.0	1.1	-0.2	6.2	1.9	-1.8	10.9
CCOc1cc(/C=N/NC(=O)CSc2nncn2C)ccc1OCC(N)=O	15.3	-2.0	4.5	5.1	2.4	-2.9	28.4	0.1	1.8	-15.3
COc1ccccc1OCC(=O)N/N=C1/SCC(=O)N1Cc1ccccc1	-15.2	1.7	-7.1	1.2	-1.3	-1.5	-0.2	0.2	1.9	15.2
COc1ccc(C(=O)NC(CC(C)C)C(=O)O)cc1 (configuration not stated)	21.9	-2.7	-7.2	-3.4	1.3	/	-1.3	-1.8	-20.0	-21.9
Cc1ccc(/C=C/C(=O)Nc2nccs2)o1	0.2	1.0	7.9	-0.9	4.6	1.6	24.3	-4.9	5.3	-0.2
CCNc1nc2c(c(=O)n(C)c(=O)n2C)n1CCCc1ccccc1	8.2	1.2	-16.0	-6.8	-0.4	0.6	-5.6	-1.8	-3.2	-8.2
S=c1[nH]nc(Cc2noc3ccccc23)n1-c1ccccc1	6.7	1.5	-0.2	6.9	0.7	-1.8	24.5	-2.9	-5.3	-6.7
O=C1C2C(c3ccccc3)(C(=O)N1c1ccc(Cl)cc1)C2(c1ccccc1)c1ccccc1 (configuration not stated)	0.1	-13.6	-24.8	-7.3	-0.9	0.4	-2.1	-2.0	-1.2	-0.1
CCC(OC(=O)c1ccco1)C(=O)NC1CCCC1 (configuration not stated)	-0.5	-0.5	-1.6	7.2	-1.0	/	-0.5	-2.0	-6.4	0.5
O=C(NCc1ccc(Cl)cc1)c1ccc(N2CCCC2=O)cc1	-9.2	1.9	-8.0	-3.5	-0.3	-3.4	40.9	0.5	7.3	9.2
CC(=O)c1cccc(NC(=O)COC(=O)COc2ccccc2C)c1	5.5	0.9	-4.3	1.4	0.1	0.9	4.3	1.0	-2.8	-5.5
Cc1ccc(C)c2nc3sc(C(=O)N4CCCc5ccccc54)c(N)c3cc12	-27.2	-4.2	0.1	3.7	-0.4	1.0	37.7	1.0	-12.8	27.2
COc1ccc(Cn2c(=O)sc3ccccc32)cc1OC	10.7	-2.1	-0.9	3.0	0.6	-0.9	24.6	1.5	-3.6	-10.7
COC(=O)Nc1ccc(OCc2ccccc2)cc1	-22.9	4.4	6.1	0.4	0.5	-4.3	1.9	2.0	0.9	22.9
CC(C)CC1(C(=O)NCCN2CCOCC2)C=CCN1C(=O)c1ccccc1 (configuration not stated)	9.2	-2.3	0.8	-2.2	0.4	/	19.2	-3.3	0.1	-9.2
CNc1nnc(SCC(=O)N2c3ccccc3NC(=O)CC2C)s1 (configuration not stated)	16.3	-3.4	4.4	10.9	0.7	-0.6	30.4	1.3	4.4	-16.3
O=C(COC(=O)CNC(=O)c1ccc(Cl)c([N+](=O)[O-])c1)NCC1CCCO1 (configuration not stated)	7.8	-1.4	-20.3	-7.9	1.0	3.3	-8.6	1.6	-5.1	-7.8
CCOC(=O)c1c(-c2ccccc2)c2cc(OC)ccc2n1CCCN(C)C	-5.2	3.1	-9.3	-10.6	-0.3	22.3	11.9	1.3	-0.8	5.2
CCCCN(CC)CCNC(=O)c1cc2c(-c3ccccc3F)nn(C)c2s1	-48.5	-1.4	9.0	-2.7	-7.2	85.6*	9.6	-4.3	-8.1	48.5
CCC(C(=O)NC1CCCCC1)N(C(=O)c1snc(C(N)=O)c1N)c1ccc(OC)cc1OC (configuration not stated)	-14.3	1.1	11.4	9.6	0.9	-2.8	-4.2	-0.8	5.2	14.3
COC(=O)[C@H]1C[C@H](O)CN1S(=O)(=O)c1ccc(Br)cc1F	-8.8	-0.3	-26.2	3.5	-0.9	/	8.3	-8.2	-9.9	8.8
O=C(Nn1c(C2CCC2)nc2ccccc2c1=O)C1CCC1	8.0	-4.6	-6.9	8.7	0.4	-1.5	-3.8	-0.6	-1.7	-8.0
Cc1ccc(COc2ccc(/C=N/NC(=O)c3ccc(CN4CCOCC4)cc3)cc2)cc1	-55.8	-1.3	3.7	-0.2	-3.7	0.2	9.7	4.9	0.9	55.8
COCCCn1c(=O)c2sccc2n2c(CCCC(=O)NCC3CCCO3)nnc12 (configuration not stated)	-9.2	1.7	-13.4	6.8	-0.6	-1.9	1.7	-2.6	0.0	9.2
CCn1c(SCC(=O)Nc2cccc(F)c2)nnc1-c1cc2cc(Br)ccc2o1	21.9	-3.6	-3.7	-2.9	-2.0	1.2	-3.7	-3.3	-0.3	-21.9
Cc1cccc(Nc2nc(N3CCN(C)CC3)nc(N)c2[N+](=O)[O-])c1	29.9	0.6	-8.6	4.3	0.5	4.0	-9.6	-2.9	-0.5	-29.9
CCOc1ccc(CCNC(=O)COC(=O)C2CC2)cc1OCC	0.2	-0.9	-10.5	-8.6	-1.3	-0.6	3.7	2.7	-18.0	-0.2

Ordered by heavy-atom count (smallest number first): some entries from above.
smiles	SR-BI DiI-HDL act	DAGLB inh	PvdQ inh	PKA-R2B activ	C-LANA FP	NSD2 inh	Arrestin-AP2 inh	Keap1 Nrf2 FP	Cardiac RTF inh	SR-BI DiI inh
COC(=O)Nc1ccc(OCc2ccccc2)cc1	-22.9	4.4	6.1	0.4	0.5	-4.3	1.9	2.0	0.9	22.9
COc1ccc(Cn2c(=O)sc3ccccc32)cc1OC	10.7	-2.1	-0.9	3.0	0.6	-0.9	24.6	1.5	-3.6	-10.7
CNc1nnc(SCC(=O)N2c3ccccc3NC(=O)CC2C)s1 (configuration not stated)	16.3	-3.4	4.4	10.9	0.7	-0.6	30.4	1.3	4.4	-16.3
CC(=O)c1cccc(NC(=O)COC(=O)COc2ccccc2C)c1	5.5	0.9	-4.3	1.4	0.1	0.9	4.3	1.0	-2.8	-5.5
CCCCN(CC)CCNC(=O)c1cc2c(-c3ccccc3F)nn(C)c2s1	-48.5	-1.4	9.0	-2.7	-7.2	85.6*	9.6	-4.3	-8.1	48.5
CCn1c(SCC(=O)Nc2cccc(F)c2)nnc1-c1cc2cc(Br)ccc2o1	21.9	-3.6	-3.7	-2.9	-2.0	1.2	-3.7	-3.3	-0.3	-21.9
Cc1ccc(COc2ccc(/C=N/NC(=O)c3ccc(CN4CCOCC4)cc3)cc2)cc1	-55.8	-1.3	3.7	-0.2	-3.7	0.2	9.7	4.9	0.9	55.8

The order is random. Share with any hit: about 2.1%.
